Screening data deposited in PubChem by National Center for Advancing Translational Sciences (NCATS).
p53 reactivator – restores transcriptional activity of mutant p53; H1299 p53-A138V BP100-luciferase reporter, luminescence, 24 h; Potency, µM (highest dose often 92.2 µM), for the others: at the highest dose activity change, positive = activation, usual class: activators; 0.063% of 320,000 active; AID 504706; note: potency is the fitted concentration of half-maximal effect; % of control where 0% means no effect; nearly all actives have a fitted effect of over 45% in size
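p53-null H1299 cells stably carrying temperature-sensitive p53-A138V and a BP100-luciferase reporter were pinned with compounds (4-point, 1:5 series) and held 24 hrs at 37 deg C. Luminescence was read 10 min after detection reagent.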
Menin-MLL TR inh – inhibitors of human menin-MLL interaction, mutant MLL peptide; O00255; Menin + Texas Red MLL mutant peptide, fluorescence polarization; Potency, µM (top dose mostly 61.6 µM), for inactives: at the highest dose FP activity change, negative = inhibition, actives largely listed as inhibitors; 0.23% of 270,000 active; AID 1768; active = well fitted inhibition curve with a large enough effect in the polarisation, with a control signal flat, not every such curve was filed as active; inconclusive = small, poorly fitted or top-dose-only effect, or effect the other way, or a change in a side signal; inactive = no such curve, though single readings can be large or run the other way; the % refers to the polarisation; note: potency is the fitted concentration of half-maximal effect; % of control where 0% means no effect; many of its hits are not listed in these tables
PKM2 act – increases activity of human pyruvate kinase M2; P14618; purified PKM2, Kinase-Glo ATP luminescence, activation; response scale: 0% is enzyme alone, no compound; Potency, µM (top dose mostly 57.5 µM), for the others: at the highest dose activation, actives largely listed as activators; 0.34% of 260,000 active; AID 1631; note: potency is the fitted concentration of half-maximal effect; % is set by controls: 0 for no effect and ±100 for the full control effect; nearly all actives have a fitted effect of over 55% in size
Target sequence (P14618 whole entry, looked up): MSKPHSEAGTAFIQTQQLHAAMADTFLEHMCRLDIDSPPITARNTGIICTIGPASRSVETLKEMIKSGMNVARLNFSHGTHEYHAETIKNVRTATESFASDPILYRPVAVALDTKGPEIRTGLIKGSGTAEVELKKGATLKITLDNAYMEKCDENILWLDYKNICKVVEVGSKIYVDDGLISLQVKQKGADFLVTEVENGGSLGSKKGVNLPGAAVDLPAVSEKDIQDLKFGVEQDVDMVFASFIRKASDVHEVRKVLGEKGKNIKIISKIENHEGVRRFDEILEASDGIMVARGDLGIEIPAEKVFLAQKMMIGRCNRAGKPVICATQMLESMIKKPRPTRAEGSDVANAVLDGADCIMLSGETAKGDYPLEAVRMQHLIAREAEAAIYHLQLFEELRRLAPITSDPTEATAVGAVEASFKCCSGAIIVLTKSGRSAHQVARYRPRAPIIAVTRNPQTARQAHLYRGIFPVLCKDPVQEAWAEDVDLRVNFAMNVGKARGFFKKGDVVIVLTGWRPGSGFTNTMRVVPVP
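Kinase-Glo luminescence reports ATP generated from ADP (0.1 mM) and PEP (0.5 mM) by purified hPK-M2 after 1 h at room temperature, pH 7.2 imidazole buffer; intermediate enzyme activity allows detecting inhibitors and activators.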
Giardia kill – kills Giardia lamblia | activity change, % at 7.66 µM, hits read low | Giardia lamblia trophozoite viability | AID 540267 | 0.15% of 340,000 active; in the data active = activity change below about -80%; inconclusive = between about -30% and that limit;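 note: parasites exposed to compound for two days anaerobically before the ATP read; % is set by controls: 0 for no effect and ±100 for the full control effect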
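Giardia trophozoites, 100 cells per well, were exposed to compounds for 48 hrs at 37 deg C under anaerobic conditions; viability was then read as ATP content by bioluminescence after 15-30 min at room temperature.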
NPC1 promoter act – NPC1 promoter activation; Huh7 NPC1 promoter luciferase reporter, 24 h; Potency, µM (doses to about 9.22 µM), inactives show at the top dose activation, hits mostly activators; 2.4% of 320,000 active;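 note: potency is the fitted concentration of half-maximal effect; % of control where 0% means no effect; nearly all actives have a fitted effect of over 60% in size; reporter is driven by a mutant NPC1 promoter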
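Compounds in DMSO were transferred onto Huh7 NPC1-luciferase reporter cells pre-incubated 2 h; after 24 h at 37 °C, Amplite reagent was dispensed and luminescence recorded 10 min later.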
Gal4-VP16 FLuc – inhibits Gal4-VP16 luciferase reporter, ROR gamma counter-screen. Drosophila S2 Gal4-VP16 UAS-luciferase, luminescence, 20 h. 3.5% of 310,000 active. AID 2546. Potency, µM (doses to about 53.6 µM), for the others: top-dose activity, negative = inhibition, actives largely listed as inhibitors;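 note: Gal4-VP16 expression switched on by copper sulfate through the metallothionein promoter; potency is the fitted concentration of half-maximal effect; % is set by controls: 0 for no effect and ±100 for the full control effect; nearly all actives have a fitted effect of over 50% in size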
RORgamma inh – ROR gamma (mouse) transcription inhibition. P51450. Drosophila S2 Gal4-RORgamma UAS-luciferase reporter, 20 h. Potency, µM (doses to about 53.6 µM), without a hit: at the highest dose activity change, negative = inhibition, actives largely listed as inhibitors. 5.4% of 310,000 active. AID 2551; note: potency is the fitted concentration of half-maximal effect; % is set by controls: 0 for no effect and ±100 for the full control effect; nearly all actives have a fitted effect of over 60% in size
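Drosophila S2 cells stably expressing Gal4-DBD/mouse RORγ fusion under metallothionein promoter plus UAS-luciferase; compound 1 h, then 700 uM CuSO4 induction for 20 h at ambient temperature; inhibition read as reduced luminescence.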
BRCA1 expr up – BRCA1 expression activation; AID 624202; 1.1% of 380,000 active; Potency, µM (doses to about 46.1 µM), inactives show at the highest dose activation, usual class: activators; MCF7-BRCA1-FFLuc reporter, luminescence, 48 h; response scale: scaled: vehicle 0%, 10 µM genistein 100%; note: potency is the fitted concentration of half-maximal effect; nearly all actives have a fitted effect of over 80% in size; some results filed as inactive show a strong effect at the top dose
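MCF7-BRCA1-FFLuc cells, 2000/well in phenol-red-free MEM, attached 2 h then treated 48 h at 37 C. Luciferase luminescence read 15 min after reagent; normalized to genistein maximum activation (10microM) and DMSO, concentration-response fitted.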
FLuc modulator – counter-screen for miR-21 project: firefly luciferase inhibitors or activators. purified FLuc, Km substrates, luminescence inhibition. P08659. Potency, µM (doses to about 57.5 µM), inactives show at the top dose activity change, negative = inhibition, hits mostly inhibitors. AID 588342. 6.9% of 360,000 active;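 note: potency is the fitted concentration of half-maximal effect; plate controls were vehicle for no effect and reference inhibitor for full effect; nearly all actives have a fitted effect of over 55% in size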
Target sequence (P08659 whole entry, looked up): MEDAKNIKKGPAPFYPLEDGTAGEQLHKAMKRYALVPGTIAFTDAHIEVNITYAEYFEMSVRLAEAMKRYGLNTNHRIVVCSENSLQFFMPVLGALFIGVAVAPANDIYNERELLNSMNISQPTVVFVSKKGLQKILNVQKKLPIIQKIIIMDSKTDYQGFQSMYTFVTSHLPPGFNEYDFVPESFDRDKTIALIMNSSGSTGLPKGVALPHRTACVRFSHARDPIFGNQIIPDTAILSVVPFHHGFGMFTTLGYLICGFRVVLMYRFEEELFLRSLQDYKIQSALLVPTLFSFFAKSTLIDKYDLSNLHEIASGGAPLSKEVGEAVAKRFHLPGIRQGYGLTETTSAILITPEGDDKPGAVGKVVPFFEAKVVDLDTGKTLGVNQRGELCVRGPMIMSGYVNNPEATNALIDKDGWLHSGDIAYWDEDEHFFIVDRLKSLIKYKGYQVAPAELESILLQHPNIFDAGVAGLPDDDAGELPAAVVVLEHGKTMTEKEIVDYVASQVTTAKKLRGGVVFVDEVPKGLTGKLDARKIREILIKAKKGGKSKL
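Purified P. pyralis luciferase, 10 nM final, with Km-level 10 uM D-luciferin and 10 uM ATP in 50 mM Tris acetate pH 7.5, 10 mM Mg acetate, 0.01% Tween-20, 0.05% BSA; 6-point qHTS titration about 60 µM downward; luminescence read.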
ELG1 genotoxic – induces genotoxicity in HEK293T cells with luciferase-tagged ELG1. Potency, µM (series often up to 46 µM), inactives show at the highest dose activity change, positive = activation, most hits filed as activators. AID 504466. HEK293T ELG1-luciferase reporter, luminescence, 16 h. 1.3% of 330,000 active; note: potency is the fitted concentration of half-maximal effect; % of control where 0% means no effect; nearly all actives have a fitted effect of over 60% in size
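Screening used a luciferase reporter fused to human ELG1 in HEK293T cells. Luminescence was read on a CCD plate imager after 16 hr exposure and 30 min ONE-Glo incubation.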
Rab9 prom act – activates the Rab9 promoter. Huh7 Rab9 promoter-luciferase reporter, luminescence, 24 h. Potency, µM (series often up to 9.22 µM), without a hit: top-dose activation, negative = inhibition, usual class: activators. 2.8% of 320,000 active; note: potency is the fitted concentration of half-maximal effect; % of control where 0% means no effect; nearly all actives have a fitted effect of over 60% in size
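Steps: seed 1500 Huh7 Rab9-luc cells per well, rest 2 h at 37 °C; add compound in DMSO; incubate 24 h; add luciferase reagent, 10 min ambient; read luminescence.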
An asterisk follows results filed as active; ? = inconclusive; / = no result given; & = joins results of further samples; [ ] = dose if it differs, or a comment. Unless noted, calls come from the whole dose curve; as a rule, active = well fitted curve in the direction sought with a large enough effect; inconclusive = small, poorly fitted or top-dose-only effect, or another doubt; inactive = no such curve, though single readings can be large; an effect the other way counts as inactive or inconclusive. This is a subset; count on the stated rates, not on these rows.

SMILES	p53 reactivator	Menin-MLL TR inh	PKM2 act	Giardia kill	NPC1 promoter act	Gal4-VP16 FLuc	RORgamma inh	BRCA1 expr up	FLuc modulator	ELG1 genotoxic	Rab9 prom act
Cn1nccc1C(=O)N1CCOCC1	16%	/	-1%	-15	0%	-7%	16%	0%	1%	9%	5%
O=C(OCCCCOC(=O)c1ccccc1)c1ccccc1	-1%	/	0%	-10	-7%	0%	23%	-6%	-1%	-2%	-6%
CCN(CC(=O)NCc1ccc(Cl)cc1)C(=O)Cc1ccc(OC)cc1	-4%	-20%	-5%	25	-3%	-4%	-5%	5%	-1%	-2%	-3%
COc1ccc(-c2noc(CNS(=O)(=O)c3ccc(NC(C)=O)cc3)n2)cc1	-3%	/	/	35[activator]	0%	-7%	11%	7%	4%	-2%	-1%
O=C(Nc1ccccc1N1CCOCC1)c1csc2c1CCCC2	5%	/	-1%	19	4%	5%	23%	-14%	?	1%	4%
CC(C)CN1C(=O)C(=O)N(CC(=O)Nc2cc(Cl)ccc2Oc2ccccc2)C1=O	3%	18%	-12%	11	6%	11%	?	-14%	-15%	-4%	17%
O=C(Nc1ccc(F)cc1)c1cc2ccccc2o1	-7%	44%[activator]	-9%	1	3.5µM*	9%	?	44%	6.7µM*	21%	3.2µM*
COc1ccc2oc(C(=O)Nc3ccccc3N3CCOCC3)c(C)c2c1	12%	/	/	-9	?	/	/	-43%	?	-2%	14%
Cc1ccc(NC(=O)C2CCN(S(=O)(=O)c3cccc4cccnc34)CC2)nc1	-8%	9%[11.7 µM]	3%	1	-1%	8%	1%	0%	0%	-10%	-1%
COc1ccc2cc(CN(CC3CCCO3)S(=O)(=O)c3ccc(C(C)=O)cc3)c(=O)[nH]c2c1 (stereo not drawn)	2%	0%	-7%	-11	-2%	-5%	-4%	2%	3%	1%	1%
O=C(/C=C/c1ccc(S(=O)(=O)N2CCOCC2)cc1)NCc1ccccc1Cl	4%	0%	-16%	5	3%	-10%	0%[10 µM]	-18%	-17%	-4%	-2%
O=C(CSc1nc2c(c(=O)n1-c1ccc(Br)cc1)SCC2)NCC1CCCO1 (stereo not drawn)	-2%	9%	1%	-14	-3%	-3%	3%	-30%	4%	0%	2%
CCC(=O)NCCc1nc2cc(NC(=O)c3ccc(F)cc3)ccc2n1C	23%	?	/	1	1.3µM*	-25%	-32%	?	17µM*	7.3µM*	2.8µM*
CCOc1cc(/C=C2\C(=O)N(c3nc(-c4ccc(Br)cc4)cs3)N=C2c2ccccc2)ccc1O	4%	?	-7%	-9	-8%	-9%	-6%	-7%	1%	0%	-4%
CCC1(C)Cc2ccccc2-c2c1c(=O)n(-c1ccc(C)cc1)c1nnnn21 (stereo not drawn)	-2%	7%	-5%	9	-4%	5%	23%	10%	-1%	2%	-5%
COc1cccc(-c2cc3nc(-c4ccccc4)cc(N4CCCC(O)C4)n3n2)c1 (stereo not drawn)	1%	?	0%	8	-5%	-27%	25%	-71%	-15%	-11%	0%
O=C(CSc1nnc(CNC(=O)c2ccco2)o1)Nc1ccccc1F	13%	/	/	-4	1%	3%	14%	1%	6%	5%	4%
CC(C)C(OC(=O)c1cc2occc2n1C)C(=O)NCc1ccc2c(c1)OCO2 (stereo not drawn)	-1%	-10%	-1%	4	1%	-7%	0%	10%	2%	1%	0%
Cc1ccc(OCC(=O)Nc2ccc(NC(=O)c3ccccc3)c(C)c2)cc1	9%	/	/	-7	-1%	-2%	-5%	28%	4%	-5%	0%
CCOc1ccc(NS(=O)(=O)c2cc(OC)ccc2OC)cc1	3%	9%	-3%	-9	-6%	2%	-2%	-31%	6%	4%	-3%
CCN(CC)C(=O)c1ccc(COc2ccccc2Cl)o1	6%	?	/	12	0%	-6%	15%	30%	-26%	1%	13%
CC(=O)Nc1ccc2nc(-c3cccs3)[nH]c2c1	?	-23%	-15%	-11	?	-9%	-27%	6.3µM*	12µM*	?	2.5µM*
CC(C)CN(C(=O)CCC1CCCCC1)c1c(N)n(CC(C)C)c(=O)[nH]c1=O	6%	/	/	-25	-4%	/	/	-16%	-15%	1%	-5%
Cc1ccc2[nH]cc(CCNC(=O)c3ccc([N+](=O)[O-])cc3)c2c1	-2%	-2%	6%	-16	-3%	4%	29%	3%	0%	-5%	-6%
Cc1ccc(C)n1-c1ccc(C(=O)/C=C/N(C)C)cc1	12%	?	-1%	9	19%	4%	-1%	8%	-19%	?	?
Cc1ccc(CCNC(=O)c2sc3nc4n(c(=O)c3c2C)CCC4)cc1	9%	8%	-8%[0.46 µM]	6	-5%	-11%	26%	41%	-1%	1%	-1%
CN(C)c1nc(OCCNC(=O)COc2ccccc2Cl)nc(N(C)C)n1	-12%	-15%	-2%	-1	0%	-12%	0%	-4%	9%	-10%	-1%
O=C(c1cnc(N2CCN(c3ncccn3)CC2)c2ccccc12)N1CCN(c2ncccn2)CC1	-6%	?	-3%	-1	-3%	-8%	38%	-71%	-3%	-3%	-2%
O=C(CSc1ccc(Cl)cc1)N1CCN(c2ccc(Cl)cc2[N+](=O)[O-])CC1	4%	?	1%	11	2%	-6%	?	-32%	3%	-4%	-5%
COc1ccc(CC(=O)N2CCCC(C)C2)cc1 (stereo not drawn)	?	-2%	-4%	7	1%	-1%	9%	11%	-7%	5%	0%[1.84 µM]
O=C1C(Cc2ccc(O)cc2)NC(=S)N1c1ccccc1 (stereo not drawn)	-2%	16%	5%	10	-1%	3%	-8%	-14%	5%	1%	2%
N=c1c2c3c(sc2nc2n1CCCCC2)CCCCC3	10%	-7%	-2%	1	?	-2%	38%	82%	17µM*	?	?
Cc1cc(S(=O)(=O)Nc2c(C)nn(C)c2C)c(Cl)cc1Cl	-1%	/	-7%	17	-3%	-6%	?	-14%	-3%	0%	-4%
Cc1ccc2nc(N3CCN(c4ccccc4)CC3)c(C=O)c(=O)n2c1	4%	-2%	5%	-9	-2%	-4%	-11%	-21%	3%	2%	-1%
O=C(NC1CCCC1)c1ccc(Br)o1	0%	-15%	7%	3	2%	11%	25%	25%	0%	0%	-1%
COn1c(-c2ccc(Cl)cc2Cl)nc2ncccc21	1%	-18%	-5%	-11	-2%	4%	-20%	-11%	-5%	0%	-2%
O=C(O)c1ccc(NC(=O)c2ccc(COc3ccccc3)o2)cc1	-1%	24%	/	2	3%	1%	?	47%	19µM*	4%	17%
O=C(N/N=C\c1cccnc1)c1cc(-c2ccccc2)nc2c(Cl)cccc12	2%	/	-7%	33[activator]	-2%	?	?	-49%	-17%	-21%	-2%
Cc1nn(-c2nnc(NCc3ccccc3)nn2)c(C)c1Br	?	10%	5%	-13	23%	1%	-23%	-26%	21µM*	?	?
O=C(OCc1ccc(O)cc1)c1c(-c2ccsc2)oc2ccc(N3CCOCC3)cc12	6%	22%	0%	-13	-4%	0%	40%	-64%	-13%	-5%	3%
Cc1cc(NC(=O)c2cc(-c3cccc(OCC(C)C)c3)nc3ccccc23)no1	?	/	-2%	-8	0%	-12%	-42%	3%	?	-6%	2%
COC(=O)c1sccc1NC(=O)c1c(Cl)cnn1C	0%	/	-2%	6	1%	-2%	-19%	-73%	-2%	8%	5%
CC(=O)c1sc2nsc(SCCN3CCCC3)c2c1N	15%	/	6%	13	1%	-11%	-45%	22%	-19%	-5%	-2%
O=C(O)c1ccc(Nc2cccc(F)c2)c([N+](=O)[O-])c1	2%	-26%	/	49[activator]	-2%	-10%	-4%	-19%	2%	8%	-2%
c1coc(-c2ccnc3ncnn23)c1	1%	1%	-8%	19	22%	-4%	-3%	12%	-4%	-6%	-1%
COc1ccc(S(=O)(=O)N2CCOC2CNC(=O)C(=O)NCCCc2ccccc2)cc1 (stereo not drawn)	-10%	/	1%	-16	-1%	?	?	-22%	6%	-14%	0%
COCCCNC(=O)CSc1nc2ccccc2c(=O)n1CCc1ccc(S(N)(=O)=O)cc1	-14%	/	-10%	-21	-1%	-1%	12%	10%	3%	-15%	18%
O=C(c1ccc2c(c1)CCN2S(=O)(=O)c1ccccc1)N1CCN(c2ccc(F)cc2)CC1	-5%	/	/	0	-2%	9%	32%	-26%	0%&4%	-8%	0%
Nc1nc(Br)c2ccccc2c1-c1ccccc1	1%	11%	1%	26	0%	-7%	11%	-7%	?	1%	-2%
